Screening results from PubChem.
TAAR1 ag – human TAAR1 agonists, primary screen, Fluo-8 calcium fluorescence, CHO RD-HGA16 cells. vehicle wells 0%, saturating PEA agonist 100%. activation, % at 3 µM. 360,000 tested, 0.99% active. AID 624467, 2012;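 active = activation above the mean activation of all test compounds in the run plus 3 SD, cut at about 38% in these data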
Target sequence (Q96RJ0 whole entry, looked up): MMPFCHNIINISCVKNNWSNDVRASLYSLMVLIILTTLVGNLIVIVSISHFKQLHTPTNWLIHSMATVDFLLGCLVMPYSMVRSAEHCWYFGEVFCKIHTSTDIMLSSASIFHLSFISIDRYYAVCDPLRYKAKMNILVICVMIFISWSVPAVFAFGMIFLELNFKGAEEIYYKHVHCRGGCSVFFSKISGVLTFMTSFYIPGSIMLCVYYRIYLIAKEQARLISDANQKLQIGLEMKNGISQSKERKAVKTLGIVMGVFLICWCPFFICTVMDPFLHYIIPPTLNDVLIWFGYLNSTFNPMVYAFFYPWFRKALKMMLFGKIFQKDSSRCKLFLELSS
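Benchmarks: low control DMSO, high control PEA (EC100); System: CHO RD-HGA16 cells carrying human TAAR1 plus Gα16; Detection: Fluo-8 fluorescence, 5 s baseline then 140 s kinetic read; Schedule: 17-24 h plating, Fluo-8 75 min 37 °C, 30 min RT; Read-out basis: % activation from peak over basal fluorescence ratio, DMSO-to-PEA scaled.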
CHRM1 agonist – human M1 muscarinic receptor agonists, primary screen, Fluo-8 calcium fluorescence, CHO-K1 cells, HTS | Muscarinic acetylcholine receptor M1 (Homo sapiens), P11229 | CHO-K1 hM1, agonist mode; 0% DMSO, 100% acetylcholine EC100 | activation, % at 3 µM | 360,000 tested, 0.33% active;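 active = activation above the run's mean compound activation plus 3 SD, cut at about 16% in these data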;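 also: peak over basal fluorescence ratio within a 140 s kinetic read after compound addition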
Target sequence (P11229 whole entry, looked up): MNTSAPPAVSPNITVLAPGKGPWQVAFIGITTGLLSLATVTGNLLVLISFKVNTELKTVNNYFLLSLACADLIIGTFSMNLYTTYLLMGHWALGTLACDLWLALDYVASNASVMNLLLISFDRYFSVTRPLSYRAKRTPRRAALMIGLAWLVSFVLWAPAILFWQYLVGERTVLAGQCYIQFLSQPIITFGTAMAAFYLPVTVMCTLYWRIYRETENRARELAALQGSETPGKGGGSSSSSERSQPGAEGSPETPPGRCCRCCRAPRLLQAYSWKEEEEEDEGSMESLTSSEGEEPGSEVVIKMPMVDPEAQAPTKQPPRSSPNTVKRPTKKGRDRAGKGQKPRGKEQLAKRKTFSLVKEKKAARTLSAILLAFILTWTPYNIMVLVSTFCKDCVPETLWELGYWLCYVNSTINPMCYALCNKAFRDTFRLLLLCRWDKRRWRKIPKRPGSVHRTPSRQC
OXTR ag – human OXTR agonists, primary screen, fluorescence, CHO-OTR cells, Fluo-8 calcium | Oxytocin receptor (Homo sapiens), P30559 | Fluo-8 calcium fluorescence; normalized: DMSO 0%, oxytocin 100% | activation, % at 3 µM | 320,000 tested, 0.32% active | AID 2435, 2010;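 active = activation above the mean of all tested compounds plus 3 SD, cutoff set per screening run, cut at about 20% in these data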;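 also: peak over basal fluorescence ratio from a 100 s FLIPR kinetic read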
M1 PAM – human M1 muscarinic receptor positive allosteric modulators, primary screen, CHO-K1 cells, Fluo-8 calcium fluorescence, 1536-well; 360,000 tested, 0.088% active; CHO-K1 hM1, ACh EC20; 0% = ACh EC20, 100% = maximal ACh; activation, % at 3 µM; AID 588819, 2011; in the data active = activation above about 19%, passing the limit was not always enough
CHO parental Ca – ATP-evoked calcium signal inhibitors, parental CHO, primary screen, counter-screen for OX1R antagonist project, cell-based, fluorescence, Fluo-8 calcium dye. parental CHO-K1, ATP-induced calcium, Fluo-8 fluorescence. inhibition, % at 5.6 µM. 330,000 tested, 0.63% active. AID 463079, 2010;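 active = inhibition above that plate's mean sample inhibition plus 3 SD, cut at about 26% in these data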;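 also: 0% = ATP-challenged DMSO wells and 100% = DMSO wells without ATP; some compounds past the cut are filed as inactive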
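test system = CHO parental line | reagent = ATP stimulus | measured by = intracellular calcium via Fluo-8 no-wash fluorescent dye | control set = ATP and no-ATP DMSO wells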
M1 antag – human M1 muscarinic receptor antagonists, primary screen, CHO-K1 cells, Fluo-8 calcium fluorescence, 1536-well | Muscarinic acetylcholine receptor M1 (Homo sapiens), P11229 | 360,000 tested, 1.3% active | inhibition, % at 3 µM | CHO-K1 hM1, ACh EC80 antagonist;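 active = percent inhibition above its own plate's cutoff, namely the mean of that plate's compound wells plus 3 SD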;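 also: peak over basal fluorescence ratio during 140 s after agonist addition; 0% = ACh EC80 plus DMSO and 100% = DMSO alone without agonist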
V1R ag counter – agonists of human V1a receptor, primary screen, counter-screen for OXTR agonist project, fluorescence, CHO-V1R cells | Fluo-8 calcium fluorescence, agonist mode; 0% DMSO, 100% 3 nM vasopressin | Vasopressin V1a receptor (Homo sapiens), P37288 | 320,000 tested, 0.25% active | AID 2797, 2010 | activation, % at 3 µM;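 active = activation above the mean activation of all tested compounds plus 3 SD, per screening run, cut at about 20% in these data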;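 also: signal is peak over basal fluorescence ratio across a 100 second FLIPR read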
OXTR potentiate – human OXTR potentiators, primary screen, fluorescence, CHO-OTR cells, Fluo-8 calcium; Oxytocin receptor (Homo sapiens), P30559; Fluo-8 calcium fluorescence, potentiator mode; 0% = oxytocin EC15, 100% = EC100; activation, % at 3 µM; 320,000 tested, 0.061% active; AID 2445, 2010;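 active = activation above that plate's cutoff, the mean activation of tested compounds plus 3 SD, cut at about 6.6% in these data, passing the limit was not always enough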;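 also: 100% uses oxytocin at 75 nM as the full agonist control; some results filed as inactive read as strong as hits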
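Assay system: CHO-OTR cells, human receptor / Also added: oxytocin at about EC15, sub-maximal agonist stimulus / Dosing: single dose, 3.0 µM nominal final compound concentration / Incubation: 6 min pre-incubation, 100 s read / Technique: Fluo-8 calcium dye fluorescence / Read-out: % activation vs EC15 and EC100 oxytocin / Benchmarks: EC15 oxytocin low, 75 nM oxytocin high / Replicates: singlicate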
TAAR1 antagonist – human TAAR1 antagonists, primary screen, Fluo-8 calcium fluorescence, CHO RD-HGA16 cells | Trace amine-associated receptor 1 (Homo sapiens), Q96RJ0 | antagonist | inhibition, % at 3 µM | 360,000 tested, 1.5% active;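 active = inhibition above a per-plate cutoff, the mean inhibition of test compounds on that plate plus 3 SD, cut at about 49% in these data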;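 also: 0% = DMSO plus EC80 beta-PEA response and 100% = DMSO alone without agonist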
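Test system: RD-HGA16 CHO cells with stable hTAAR1 and Gα16 / Probe or stimulus: EC80 β-phenethylamine stimulus / Times: seeding 17-24 h prior, 75-min 37 °C, 30-min RT dye loading / Detection: Fluo-8 calcium-sensitive fluorescence / Read-out basis: % inhibition scaled between DMSO and EC80 PEA controls / Repeats: singlicate, one well per test compound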
Starred values were filed as active, the others as inactive; nt = no result given.

SMILES	TAAR1 ag	CHRM1 agonist	OXTR ag	M1 PAM	CHO parental Ca	M1 antag	V1R ag counter	OXTR potentiate	TAAR1 antagonist
Cc1ccc(C)c(S(=O)(=O)N2CCN(C(=O)c3ccc(N4CCCC4)c([N+](=O)[O-])c3)CC2)c1	-2	-5	-0.8	0	-19	-2	-0.2	-2	-17
NC(=O)c1c(NC(=O)CN2CCN(S(=O)(=O)c3ccccc3)CC2)sc2c1CCC2	5	-2	3.1	1	-8	5	3.2	-10	4
O=C(c1cc2ccccc2o1)N1CCN(Cc2ccccc2)CC1	-1	-3	-0.9	3	-9	1	-0.4	-5	-19
COc1ccc(CCN2C(=O)CC(Sc3ncccc3C(=O)O)C2=O)cc1OC (configuration not stated)	2	-5	0.3	8	-2	-12	-0.2	0	3
CCN(C[C@H]1N[C@@](CC)(C(=O)OC)[C@H]2C(=O)N(Cc3ccccc3)C(=O)[C@@H]12)S(=O)(=O)c1ccc(C(F)(F)F)cc1	-1	-5	0.4	6	-19	-15	-0.5	-7	4
COC(=O)c1ccc2c(=O)n(-c3ccc(OC)cc3)c(=S)[nH]c2c1	0	-6	-0.4	11	-1	-7	0.5	-4	-4
COc1ccc(Cl)cc1NC(=S)NCCO	1	-7	0.7	5	-4	6	0.5	-5	7
O=C(O)C1CCC(=O)N(C2CCCCC2)C1c1ccccc1Cl (configuration not stated)	5	-3	-0.9	13	-4	-11	0.6	-8	-8
CCOC(=O)CSc1nnc2n(Cc3ccccc3)c(=O)c3c4c(sc3n12)CCC4	9	-4	nt	4	nt	-6	nt	nt	4
CC(=O)Nc1ccc(SC[C@H](CC(C)C)N2CCN(CCc3ccccc3)CCC2=O)cc1	31	-6	0.9	-2	-21	3	2.2	-12	7
O=C1CCCN1CCCNC(=S)Nc1ccc(Cl)cc1Cl	4	-1	2.1	5	-19	-2	1.7	-5	-26
O=C(Nc1cnc2ccccn2c1=O)c1ccc(Cl)cc1	1	-3	-0.1	0	-6	4	0.3	-3	0
Cc1c(S(=O)(=O)NC(C)c2ccccc2)c(=O)n(C)c(=O)n1C (configuration not stated)	1	0	0.8	10	-3	-11	0.1	-4	-19
O=C(c1cc(-c2ccc(F)cc2)on1)N1CCCC1	10	-3	-0.3	4	-5	-2	0.7	-1	-4
Cc1ccc(SCCNS(C)(=O)=O)cc1	-2	0	-1.1	13	-12	-7	0.8	-4	6
COc1ccc(N2CCN(Cc3cc(=O)oc4ccc5ccccc5c34)CC2)cc1	2	-4	-0.4	-2	-29	-7	-1.2	-2	15
COc1ccc(CNCC(O)(c2ccccc2)c2ccc(Cl)cc2)cc1 (configuration not stated)	30	-3	4.6	-11	12	11	4.5	-7	23
CCc1nc2c(OCc3c(C)noc3C)cccn2c1N(C=O)Cc1ccc(OC)cc1	-2	-4	nt	6	nt	-14	nt	nt	-36
Cc1cc(C)n2nc(C(=O)NCC(=O)Nc3ccc(F)c(F)c3)nc2n1	1	-1	0.3	9	0	-8	0.3	1	-21
COc1ccc(CCNC(=O)CC2SC(=NCc3ccccc3OC)NC2=O)cc1 (configuration not stated)	0	1	0.0	5	-18	-5	0.8	-7	-20
C/C(=N\NC(=O)c1nnn(-c2nonc2N)c1C(C)C)c1ccncc1	9	0	2.1	3	-4	-9	3.1	-21	-21
CSc1ccccc1NC(=O)c1cc(CC(C)C)on1	14	-9	-1.4	3	-16	-8	-0.6	-4	-6
COc1cccc(CN(C)C(=O)CSC(C)C(=O)Nc2cc(C)on2)c1OC (configuration not stated)	1	0	0.0	8	-7	-9	-0.3	7	9
O=C(NCCc1ccccc1)C1CCC(Cn2c(=O)c3ccccc3n(Cc3cccc(Cl)c3)c2=O)CC1 (configuration not stated)	-4	2	0.6	20	-30	-1	0.3	3	-31
CCN1CCN(Cc2nnc(-c3ccc(C)cc3)o2)CC1	-1	-6	0.8	11	-10	-10	0.6	-12	1

Quoted at random: 2 entries already listed.
SMILES	TAAR1 ag	CHRM1 agonist	OXTR ag	M1 PAM	CHO parental Ca	M1 antag	V1R ag counter	OXTR potentiate	TAAR1 antagonist
Cc1ccc(C)c(S(=O)(=O)N2CCN(C(=O)c3ccc(N4CCCC4)c([N+](=O)[O-])c3)CC2)c1	-2	-5	-0.8	0	-19	-2	-0.2	-2	-17
COc1ccc(Cl)cc1NC(=S)NCCO	1	-7	0.7	5	-4	6	0.5	-5	7

The list continues:
SMILES	TAAR1 ag	CHRM1 agonist	OXTR ag	M1 PAM	CHO parental Ca	M1 antag	V1R ag counter	OXTR potentiate	TAAR1 antagonist
CCn1nnnc1SCC(=O)N1CCN(c2ccccc2)CC1	0	-5	-0.9	8	-13	-10	-1.2	-14	-10
O=C(Nc1cccc(S(=O)(=O)NC2=NCCC2)c1)c1ccc(=O)[nH]c1	6	-3	0.5	12	-2	-8	0.3	-3	-4
COc1cc(C2C(C(=O)c3ccco3)=C(O)C(=O)N2CCc2ccccc2)ccc1O (configuration not stated)	24	-2	0.1	6	9	-15	0.9	-1	-2
CC1CN(C(=O)c2ccc(-c3ccccc3Cl)o2)CC(C)O1 (configuration not stated)	1	1	-1.9	2	-12	0	-0.8	-10	-31
COc1ccc(S(=O)(=O)NC(Cc2cnc[nH]2)C(=O)O)cc1 (configuration not stated)	3	-2	-0.5	2	-3	0	-1.0	-8	4
COc1ccccc1NC(=S)N1CCN(C(=O)C2CCCO2)CC1 (configuration not stated)	3	-4	0.1	1	9	2	-0.3	-13	-7
CSCCC(NC(=O)COc1ccccc1)C(=O)OCc1ccc(Cl)cc1 (configuration not stated)	5	-6	nt	-4	nt	4	nt	nt	23
Clc1ccccc1OCCCOc1cccc2cccnc12	-1	-1	-2.2	4	-23	-1	-0.2	-9	0
Cn1ncc(Br)c1C(=O)NC1CCCCCCC1	3	-4	nt	-1	nt	0	nt	nt	-30
O=S(=O)(Nc1cc(Cl)ccc1N1CCCCC1)c1cccs1	5	-4	-3.0	0	-16	-8	-1.3	-13	-3
CC(C(=O)NCC(=O)Nc1ccc(F)c(F)c1F)N1CCN(Cc2ccc(C#N)cc2)CC1 (configuration not stated)	3	-6	-0.1	6	-14	-4	0.8	-6	2
COc1ccc(-c2nc3ccccc3c(C(=O)Nc3ccc(S(=O)(=O)Nc4cc(C)on4)cc3)c2C)cc1	nt	0	-1.1	-4	-5	2	0.2	0	nt
C=CCn1c(C2CC(=O)N(c3ccc(C)cc3)C2)nc2ccccc21 (configuration not stated)	4	-4	0.6	6	-11	-5	0.7	1	14
C=CCSc1nc(N)c(C(=O)Nc2ccccc2OC)cc1C(=O)Nc1ccccc1	3	-2	-0.2	-1	-7	-16	0.7	-8	17
COC(=O)c1ccccc1NC(=O)CN1CCC(n2nnc3cc(C(F)(F)F)ccc32)CC1	9	-2	-1.5	7	-23	-6	-0.1	-1	-27
Cc1cc2ncn(C(=O)c3c(-c4c(Cl)cccc4Cl)noc3C)c2cc1C	14	-4	-0.1	-12	-2	-8	3.8	2	0
COc1cc(S(=O)(=O)Nc2ccccc2C(=O)N2CCCC2)ccc1NC(C)=O	0	-2	nt	8	nt	-11	nt	nt	-12
CCCN(CCC)CCNC(=O)C1CCCN(S(=O)(=O)c2ccc3c(c2)oc(=O)n3C)C1 (configuration not stated)	6	-8	0.9	-2	-11	-6	1.1	-2	10
CCOC(=O)Cn1c(=O)oc2cc(S(=O)(=O)N(C)Cc3ccccc3)ccc21	16	0	4.4	-12	-7	13	4.7	-6	65*
COc1ccccc1C(=O)NC(=S)Nc1ccc(N2CCN(C(=O)c3ccco3)CC2)cc1	4	-1	-0.6	8	-20	-18	2.5	-15	-4
COc1ccc(-c2nnnn2C)cc1S(=O)(=O)NCCc1ccccc1	7	-5	1.5	-3	2	2	0.7	-2	-1
COc1ccc(NC2=NC3(CCCCC3)N=C(N)N2)cc1	18	-5	0.4	2	6	-1	0.8	-7	6
CNC(=O)OCCSCCS(=O)(=O)c1ccc(Cl)cc1	4	-1	0.0	3	6	-2	-0.2	-8	-3
NC(=O)CN(c1ccc([N+](=O)[O-])cc1)S(=O)(=O)c1ccccc1	1	-7	-1.0	0	1	-6	0.0	-3	13
Cc1ccc(S(=O)(=O)c2ccc(Cl)cc2)cc1S(N)(=O)=O	4	-6	1.1	5	-4	-22	1.6	-11	8
SMILES	TAAR1 ag	CHRM1 agonist	OXTR ag	M1 PAM	CHO parental Ca	M1 antag	V1R ag counter	OXTR potentiate	TAAR1 antagonist
CC(C)c1ccc(Nc2nnc(SCC(=O)Nc3ncc(S(=O)(=O)c4ccc([N+](=O)[O-])cc4)s3)s2)cc1	4	-8	-0.1	-2	-2	-3	-0.4	0	-7
O=S(=O)(/N=C(/Nc1ccccc1)c1ccccc1)c1cccs1	-1	3	-1.3	14	-6	-7	-0.6	5	-3
CCN(CCCNC(=O)C1CCN(S(=O)(=O)c2cnc[nH]2)CC1)c1ccccc1	7	-7	-0.5	0	-18	-15	0.6	-8	4
CCOC(=O)c1c(NC(=O)c2ccc(N3C(=O)C4C5C=CC(C5)C4C3=O)cc2)sc2c1CCCC2 (configuration not stated)	6	-2	-0.5	4	-15	3	0.0	-7	1
COc1cc(CO)ccc1OCC(=O)Nc1cccc2ccccc12	4	-2	0.4	6	-3	1	0.0	-12	1
Cc1cc(C)n2nc(C(=O)OCC(=O)NNC(=O)c3ccccc3)nc2n1	-1	-1	0.4	-2	-6	2	0.6	-5	-16
O=c1c2ccccc2ncn1CCCCOc1ccccc1F	0	-3	-0.6	8	-5	-4	0.8	-10	-11
c1ccc2c(NCCc3c[nH]c4ccccc34)c3ccccc3nc2c1	10	-9	3.5	-1	-6	-9	1.8	-7	-1
O=C(NC1CC1)c1c[nH]c2ccc(S(=O)(=O)Nc3cccc(C(F)(F)F)c3)cc2c1=O	2	-2	0.1	7	1	-8	4.3	1	9
Cc1[nH]c(=O)[nH]c(=O)c1S(=O)(=O)Nc1ccc(Oc2ccccc2)cc1	5	-1	-0.6	5	-6	-40	0.4	-5	-19
Cc1nn(CCCC(=O)Nc2sc3c(c2C#N)CCC3)c(C)c1[N+](=O)[O-]	0	-9	1.9	-1	18	-1	0.6	-13	-12
